# Bioassay records deposited in PubChem by Broad Institute.
# EWS-Fli inh – EWS/Fli transcriptional activity inhibition; AID 651661; inhibition, % at 12.6 µM; A673 NR0B1-luciferase reporter, viability-normalised; hit rate 0.67% among 350,000;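 active = mean inhibition of at least 50% after viability correction, with every replicate also passing that limit; inconclusive = mean reaches 50% but only one of two replicates passes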;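 note: firefly luciferase signal divided by Alamar Blue viability fluorescence both relative to DMSO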
# miR-122 sensor – blocks miR-122 activity in Huh7 sensor cells | Huh7 miR-122 Renilla luciferase sensor, 48 h; neutral wells = 0, positive control = 100 | activation (reporter increase), % at 12.5 µM | AID 602342 | hit rate 0.3% among 340,000;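 active = mean replicate activation score at least 90 and every replicate individually at or above 90; inconclusive = only one of the two criteria met; inactive = neither criterion met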;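 note: higher luciferase means less miR-122 activity so hits act as miR-122 inhibitors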
# FN deposit inh – fibronectin deposition inhibition; AH1F fibroblasts, Alexa488-fibronectin deposition fluorescence, overnight; inhibition, % at 12.6 µM; hit rate 0.086% among 350,000;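 active = mean inhibition across replicates of 30% or more, regardless of how many single replicates reach that level; inconclusive = mean under 30% yet at least half of replicates reach 30%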;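 note: positive control wells lacked labelled fibronectin entirely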
#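 Assay system: AH1F fibroblast monolayer, labelled fibronectin deposition. Amount: 10000 cells per well. Also added: labelled fibronectin 24 nM. Compound: single-point pinned compound. Incubation: cell attachment 1 h, compound and FN exposure overnight. Detection: fluorescence after three HBSS washes, excitation 485 nm, emission 525 nm. Read-out: inhibition of fibronectin deposition signal.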
# DENV2 CPE rescue – inhibitors of DENV2 cytopathic effect; DENV2-infected cells, cytopathic effect rescue, plate reader; AID 651640; hit rate 1.7% among 350,000; CPE inhibition, % at 9.99 µM; in the data active = CPE inhibition above about 20%, passing the limit was not always enough; inconclusive = no clear call, values can overlap the other calls; tested in BHK-21 cells;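 note: 0% = median of neutral control wells and 100% = median of positive control wells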
# PAX8 reporter – lowers PAX8-driven luciferase in RMG-I cells; RMG-I TPO-luciferase reporter, SteadyGlo, 24 h; inhibition, % at 12.6 µM; hit rate 1.2% among 360,000; AID 652154;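 active = mean replicate inhibition at least 60% with every replicate also reaching 60%; inconclusive = only one of the two criteria is met; inactive = mean below 60% and not all replicates reaching 60%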;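 note: luciferase light reporting Pax8 driven TPO promoter activity; plate controls were median of neutral control wells for no effect and mitoxantrone controls for full effect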
# CFTR F508del cor – correctors of CFTR F508del function in bronchial epithelial cells. CFBE cells, YFP halide quenching; stimulated with forskolin plus potentiator P3; % fluorescence drop versus neutral controls. activity (quench increase), % at 7.58 µM. hit rate 0.36% among 350,000. AID 720511;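 active = mean added fluorescence quench of at least 8% versus neutral control, with both replicates also reaching 8%; inconclusive = only one of the mean or replicate conditions met; inactive = mean below 8% and not both replicates reaching 8%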;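 note: cells transiently co-express mutant CFTR-F508del with the halide-sensitive YFP; corrector assay measuring rescue of mutant channel to the surface after 24 h compound exposure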
# INS-1E GSIS act – GLuc luminescence reporter in INS-1E cells, primary screen for activators of glucose-dependent secretion of insulin; INS-1E GLuc reporter insulin secretion, 2-3 h; hit rate 0.61% among 370,000; activation, % at 16.6 µM;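 active = lowest replicate activation of at least 40%, so every replicate reaches that level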;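 note: 0% = median of neutral control wells and 100% = median of IBMX positive control wells; some compounds called inactive have numbers as strong as hits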
# Starred values were filed as active, the others as inactive; ? = inconclusive; . = no result given; & = joins results of further samples; [ ] = dose if it differs, or a comment.
SMILES,EWS-Fli inh,miR-122 sensor,FN deposit inh,DENV2 CPE rescue,PAX8 reporter,CFTR F508del cor,INS-1E GSIS act
Cc1cc(C)nc(NS(=O)(=O)c2ccc(N=NN(C)C)cc2)n1,-4,.,2,-5,4,-1.2,-7
CCc1ccc(NC(=O)CCc2nnc3ccc(N4CCCC4)nn23)cc1,.,1,2,1,13,1.5,7
COc1ccc(S(=O)(=O)Nc2ccc3c(c2)C(=O)N([C@@H](C)CO)C[C@H](C)[C@H](CN(C)C)OCCCC[C@@H](C)O3)cc1,.,-3[16.7 µM],-11,-4,6,-0.6,6
CN(C(=O)CC1C(=O)NCCN1Cc1cccc(F)c1F)C1CCOCC1 (stereo not drawn),3,-7,.,-7,5,0.0,-2
C[C@@H]1CCCCO[C@@H](CN(C)S(C)(=O)=O)[C@H](C)CN([C@H](C)CO)C(=O)c2cc(NC(=O)Nc3ccc(C(F)(F)F)cc3)ccc2O1,-4,0[16.7 µM],.,3,8,-0.4,3
CC(On1nnc2ccccc21)C(=O)N1CCN(Cc2ccccc2)CC1 (stereo not drawn),-4,-5,-11,-2,-3,-0.7,2
CCOC(=O)C1(CCOc2ccccc2)CCN(Cc2ccc(OCCO)cc2)CC1,17,7,-18,?,4,.,.
C#CCOCCOCCOCCNc1nc(OC)nc(N2CCN(C(=O)[C@H](CCC(=O)O)n3cc(C(N)CO)nn3)CC2)n1 (stereo partly drawn),-3,-3,-4,23*,-3,-1.8,2
N#CC1=C(N)Oc2n[nH]c(-c3ccccc3)c2C12C(=O)Nc1ccccc12 (stereo not drawn),.,6,0,.,-18,.,25
C=CCO/N=C(/CCC)C1=C(N)CC(C)(C)CC1=O,-1,2,-10,-2,15,0.5,9
O=S(=O)(N[C@H]1CC[C@@H](CCn2cc(C3(O)CCCC3)nn2)O[C@@H]1CO)c1ccc(F)cc1,-3,.,.,16,-3,-2.6,1
O=C(NCC[C@H]1CC[C@H](NC(=O)c2cccnc2)[C@@H](CO)O1)Nc1ccc(F)cc1,-9,.,.,-6,-5,-1.2,-3&2
CC(O)[C@H]1CNCCN1CCc1cccc2ccccc12 (stereo partly drawn),-1,-4,-6,10,-5,0.5,9
O=C(Nc1cccc(-c2ccc(N3CCCCC3)nn2)c1)c1ccc(Br)o1,-7,4,9,2,-68,3.5,10
Cc1ccc(CC(=O)N2CCN(S(=O)(=O)c3ccccc3)CC2)cc1C,10,.,5,?,-3,-1.7,11
CC(c1ccccc1)n1c(-c2cccs2)nc2c(c(=O)c3ccccc3n2C)c1=O (stereo not drawn),18,-12,18,-7,19,-0.1,-11
Cc1cnc(C)c(Nc2nc(C(N)Cc3ccc(F)cc3)cs2)n1 (stereo not drawn),8,7,-1,15,25,-2.5,.
O=C(Cn1nnc(-c2ccc3c(c2)OCO3)n1)NCc1ccco1,.,3,-8,.,-7,.,.
O=C(CSc1nnc(CNc2ccccc2)o1)N1CCN(C(=O)c2ccco2)CC1,-2,-2,.,5,.,-1.6,1
O=C(C[C@H]1CC[C@H](NC(=O)c2ccccc2)[C@H](CO)O1)NCc1ccncn1,-2,.,-2,4,-7,1.1,-3
COc1ccc(-c2cn(CC[C@@H]3CC[C@@H](NS(=O)(=O)c4ccccc4C)[C@@H](CO)O3)nn2)cc1,1,.,.,0,4,0.5,-8
Cc1ccc(-c2ccc([C@H]3[C@H]4CN(S(=O)(=O)c5ccccc5C)CCCCN4[C@H]3CO)cc2)cc1,-6,11[16.7 µM],.,-28,2,-5.8,3
Cc1ccc(/C=N/OC(=O)c2c(C)noc2-c2snnc2C)cc1,-1,.,-4,-4,2,-1.6,.
C=CCn1c(SCC(=O)/C(C#N)=C(\C)N)nc2sc(CC)cc2c1=O,5,-5,5&10,4,.,2.2,17&17
O=C(CN1CCOCC1)N1CCCCN2[C@H](C1)[C@@H](c1ccc(C#Cc3ccccc3)cc1)[C@@H]2CO,-7,16[16.7 µM],.,-4,-8,-5.2,-6

# Fetched one by one from the entries so far (two):
SMILES,EWS-Fli inh,miR-122 sensor,FN deposit inh,DENV2 CPE rescue,PAX8 reporter,CFTR F508del cor,INS-1E GSIS act
N#CC1=C(N)Oc2n[nH]c(-c3ccccc3)c2C12C(=O)Nc1ccccc12 (stereo not drawn),.,6,0,.,-18,.,25
C=CCO/N=C(/CCC)C1=C(N)CC(C)(C)CC1=O,-1,2,-10,-2,15,0.5,9

# (continued)
SMILES,EWS-Fli inh,miR-122 sensor,FN deposit inh,DENV2 CPE rescue,PAX8 reporter,CFTR F508del cor,INS-1E GSIS act
O=C(CCN1CCCCC1)N[C@@H]1CC[C@@H](CCn2cc(-c3ccccc3)nn2)O[C@@H]1CO,-2,.,.,2,-12,3.3,1
CCN1CCN(S(=O)(=O)c2cc(OCC(=O)NC3CCCCC3)c(C)cc2Cl)CC1,.,-7,-4,.,6,.,-13
CC1(C)CC(=O)C(C(=O)c2ccccc2)C(=O)C1,10,-1,4,7,5,-2.7,5
CC1CCN(C(=O)c2ncn3c2C(=O)N[C@@H](C)C3)CC1,5,.,-6,11,-7,-3.0,-27
CC(NC(=O)COC(=O)[C@@H]1CCCN1S(=O)(=O)c1ccccc1F)C12CC3CC(CC(C3)C1)C2 (stereo partly drawn),.,0,14,.,-1,.,-27
C/C(=N\NC(=S)NCCc1ccccc1)c1ccc(C)cc1,.,5,0,.,-16,.,.
Cc1ccc2oc(=O)c3cnn(CC(=O)N4CCN(c5ccccn5)CC4)c3c2c1,4,2,2,-3,-17,-2.1,.
CCC(CC)c1nnc(NC(=O)C2CCN(C(=O)c3ccco3)CC2)s1,.,-6,5,4,2,-1.4,-2
COc1ccc(Cc2nc3ccc(C(=O)NC4CCOC4)cc3o2)cc1OC (stereo not drawn),2,-5,-6,2,4,-5.7,.
COc1ccc(CN(C)C[C@H]2Oc3ccc(NC(=O)c4ccncc4)cc3C(=O)N([C@H](C)CO)C[C@@H]2C)cc1,-8,7[16.7 µM],.,2,-13,-1.1,-10
O=C(C[C@H]1C[C@@H]2c3cc(NC(=O)c4cccnc4)ccc3O[C@@H]2[C@@H](CO)O1)NCc1cccc(F)c1,-2,-5[16.7 µM],2,13,-1,0.1,8
N#Cc1c(Nc2ccccc2Cl)s[nH]c1=O,8,.,3,-5,34,-2.2,-37
CCOc1ccccc1C(=O)Nc1nnc(SCC(=O)N2CCOCC2)s1,-15,-1,7,6,-1,3.1,-17
CC(Cc1cccnc1)NC(=O)c1cc(COc2ccc(F)cc2Cl)on1 (stereo not drawn),-13,0,4,?,.,-1.6,.
NC(=O)c1cc(S(=O)(=O)Nc2ccccc2)cs1,-1,.,3,1,-10,0.5,-12
COc1ccc(S(=O)(=O)NCCSCc2ccc(Cl)cc2)cc1NC(C)=O,7,27,.,-4,6,-5.6,-19
CC(=O)N1CC=C2C(C#N)=C(N)C(C#N)(C#N)C(C)C2C1 (stereo not drawn),.,-1,6,.,7,.,.
COc1cc(S(N)(=O)=O)c(OC)cc1N,-1,.,-3,7,9,3.2,4
CC(C)OC(=O)N(C)C[C@@H]1OCc2ccccc2-c2c(n(C)c3ccccc23)C(=O)N([C@H](C)CO)C[C@@H]1C,5,.,3,-6,.,1.4,-5
COc1ccccc1N1CCN(CC(=O)N(CC(C)C)c2c(N)n(CC(C)C)c(=O)[nH]c2=O)CC1,-4,-5,-4,9,-5,1.4,-1
O=S(=O)(Nc1ccc2c(c1)OCCO2)c1ccc(Br)s1,5,.,.,-3,.,0.1,-16
CNC(=O)C[C@H]1CC[C@H]2[C@@H](COC[C@H](O)CN2Cc2ccc(C(F)(F)F)cc2)O1,.,2[16.7 µM],-3,-6,.,-0.4,4
COc1cccc(CNC(=O)CCN2C(=S)NC(C)(C)CC2C)c1 (stereo not drawn),9,2,-19,8,-5,0.0,14
CCn1c(SCC(=O)c2ccccc2)nnc1-c1cnccn1,.,2,1,.,-109,.,.
COC(=O)c1c(NC(=S)Nc2ccc(C(=O)N3CCOCC3)cc2)sc2c1CCC2,6,4,12,.,6,4.9,-3

# Shown as a hit in DENV2 CPE rescue, among the entries above:
Compound | miR-122 sensor | DENV2 CPE rescue | CFTR F508del cor | INS-1E GSIS act
C#CCOCCOCCOCCNc1nc(OC)nc(N2CCN(C(=O)[C@H](CCC(=O)O)n3cc(C(N)CO)nn3)CC2)n1 (stereo partly drawn) | -3 | 23* | -1.8 | 2

# Three structures out of the list, ordered by length of the SMILES, high to low.
SMILES,EWS-Fli inh,miR-122 sensor,FN deposit inh,DENV2 CPE rescue,PAX8 reporter,CFTR F508del cor,INS-1E GSIS act
COc1ccc(CN(C)C[C@H]2Oc3ccc(NC(=O)c4ccncc4)cc3C(=O)N([C@H](C)CO)C[C@@H]2C)cc1,-8,7[16.7 µM],.,2,-13,-1.1,-10
CC1CCN(C(=O)c2ncn3c2C(=O)N[C@@H](C)C3)CC1,5,.,-6,11,-7,-3.0,-27
NC(=O)c1cc(S(=O)(=O)Nc2ccccc2)cs1,-1,.,3,1,-10,0.5,-12

# Quoted from the listing.
# `N#Cc1c(Nc2ccccc2Cl)s[nH]c1=O` in INS-1E GSIS act: -37
# `CCN1CCN(S(=O)(=O)c2cc(OCC(=O)NC3CCCCC3)c(C)cc2Cl)CC1` in INS-1E GSIS act: -13
# `COc1cc(S(N)(=O)=O)c(OC)cc1N` in INS-1E GSIS act: 4

# The list continues:
SMILES,EWS-Fli inh,miR-122 sensor,FN deposit inh,DENV2 CPE rescue,PAX8 reporter,CFTR F508del cor,INS-1E GSIS act
CCC(=O)c1c(CC)c2n3c1CC[C@H]3CCC2,1,-5,-10,-13,14,2.0,10
O=C(COc1ccc2c(c1)OCO2)Nc1ccccc1F,-14,-5,10,2,1,-2.8,-8
Cc1ccc2c(=O)n3c(nc2c1)C(Cc1ccccc1)NC(=O)c1cc2ccccc2cc1-3 (stereo not drawn),14,9,-12,18,47,0.3,2
CC[C@H](C)[C@H](NC(N)=O)C(=O)Nc1ccc(S(=O)(=O)NC(C)C)cc1,17,-6,2,-3,14,1.1,21
Cc1ccc(C)c(OCc2nc3ccccc3[nH]2)c1,-43,-1,-18,-3,-103,1.9,4
COCCNC(=S)N1CCC(C(=O)c2ccc(Cl)cc2)CC1,14,-2,4,-10,-10,-2.1,.
O=C(CCCN1C(=O)C2CC=CCC2C1=O)Nc1ccccc1F (stereo not drawn),-13,-2,-8,1,.,-2.4,9
O=C(c1ccc(-c2ccc([N+](=O)[O-])cc2Cl)o1)N1CCOCC1,4,.,3,.,-13,-1.9,20
O=C1CSC(=S)N1c1ccc(Cl)c(Cl)c1,5,1,-10,5,10,0.3,-31
Cn1cnc(S(=O)(=O)N[C@@H]2CC[C@H](CC(=O)Nc3ccc(-c4ccccc4)cc3)O[C@H]2CO)c1,-4,.,.,-1,1,1.5,3
COc1ccc(-n2c(C)cc(C3=NNC(=NC4CC4)SC3)c2C)cc1,10,.,-17,13,-52,-0.5,-2
Cc1noc(C)c1NC(=O)N(C)C[C@@H]1Oc2ccc(NS(C)(=O)=O)cc2CC(=O)N([C@@H](C)CO)C[C@@H]1C,3,4[16.7 µM],.,-4,6,1.0,22
Cc1ccccc1N(CC(=O)Nc1ccccc1C(=O)NCc1ccco1)S(=O)(=O)c1ccccc1,.,19,3,.,9,.,-6
CC12CNCC(C)(CN(C3(O)C(=O)Nc4ccc(Br)cc43)C1)C2=O (stereo not drawn),11,.,-11,-1,22,1.3,19
CC1(C(=O)NS(=O)(=O)c2ccc(F)cc2F)CCN1C(=O)C/C=C/c1ccccc1 (stereo not drawn),-5,-15,.,-7,-4,-1.9,15
